Assay outcomes (PubChem BioAssay)
Epigenetic reg: Quantitative High-Throughput Screen for Regulators of Epigenetic Control. murine LDR cells, GFP reporter derepression, 30 h. Potency, µM (doses to about 53.9 µM), for the others: top-dose GFP activation, most hits filed as activators. 280,000 tested, 0.2% active. AID 1865, 2009; further: potency means the concentration at half of the fitted maximal effect; % of control where 0% means no effect; nearly all actives have a fitted effect of over 60% in size
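Murine LDR cells carrying a silenced, genomically integrated CMV-driven GFP reporter were exposed to compound for 30 hours at 37 C. After PBS washes, GFP-positive cells (20–120 um objects) were counted by laser-scanning microplate cytometry.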
CBFb-RUNX1 inh: qHTS Assay for Compounds Blocking the Interaction Between CBF-beta and RUNX1 for the Treatment of Acute Myeloid Leukemia; AlphaScreen CBFb-His/RUNX1-biotin binding, biochemical; Potency, µM (highest dose often 59.8 µM), without a hit: top-dose activity, negative = inhibition, hits mostly inhibitors; 230,000 tested, under 10 active; AID 1477, 2009; further: % of control where 0% means no effect
Target sequence (Q01196 whole entry, looked up): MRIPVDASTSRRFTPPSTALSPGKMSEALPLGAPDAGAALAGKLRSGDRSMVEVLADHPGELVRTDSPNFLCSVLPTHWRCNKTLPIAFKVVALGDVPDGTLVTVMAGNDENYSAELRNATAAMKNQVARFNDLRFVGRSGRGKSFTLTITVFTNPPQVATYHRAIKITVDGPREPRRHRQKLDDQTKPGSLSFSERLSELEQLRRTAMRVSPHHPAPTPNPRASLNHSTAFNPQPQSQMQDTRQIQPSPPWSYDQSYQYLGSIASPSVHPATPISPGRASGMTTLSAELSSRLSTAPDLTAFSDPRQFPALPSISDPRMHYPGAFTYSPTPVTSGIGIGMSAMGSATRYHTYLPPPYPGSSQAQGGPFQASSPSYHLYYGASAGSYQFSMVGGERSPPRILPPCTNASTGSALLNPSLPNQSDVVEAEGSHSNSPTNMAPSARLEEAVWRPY
Target sequence (Q13951 whole entry, looked up): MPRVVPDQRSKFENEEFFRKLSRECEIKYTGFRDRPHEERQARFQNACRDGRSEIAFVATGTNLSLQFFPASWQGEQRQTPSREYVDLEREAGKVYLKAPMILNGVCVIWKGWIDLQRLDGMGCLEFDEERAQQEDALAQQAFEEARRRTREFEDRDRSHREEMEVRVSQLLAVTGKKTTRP
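Interaction loss through any mechanism counts as activity. Pre-formed complex of His-CBF-beta and biotin-RUNX1 (30 nM apiece) is incubated with compound 15 min, then with 50 ng nickel and 50 ng streptavidin beads for 90 min before AlphaScreen detection.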
NPSR antag: qHTS Assay for Antagonists of the Neuropeptide S Receptor: cAMP Signal Transduction | Potency, µM (top dose mostly 38.3 µM), inactives show top-dose activity change, negative = inhibition, usual class: inhibitors | Q6W5P4 | 220,000 tested, 1% active | AID 1461, 2008 | CHO-NPSR cells, cAMP TR-FRET, antagonist mode; further: potency means the concentration at half of the fitted maximal effect; on the % scale 0 is the no-effect control and ±100 the full control effect; nearly all actives have a fitted effect of over 50% in size; many of its hits are not listed in these tables
Target sequence (Q6W5P4 whole entry, looked up): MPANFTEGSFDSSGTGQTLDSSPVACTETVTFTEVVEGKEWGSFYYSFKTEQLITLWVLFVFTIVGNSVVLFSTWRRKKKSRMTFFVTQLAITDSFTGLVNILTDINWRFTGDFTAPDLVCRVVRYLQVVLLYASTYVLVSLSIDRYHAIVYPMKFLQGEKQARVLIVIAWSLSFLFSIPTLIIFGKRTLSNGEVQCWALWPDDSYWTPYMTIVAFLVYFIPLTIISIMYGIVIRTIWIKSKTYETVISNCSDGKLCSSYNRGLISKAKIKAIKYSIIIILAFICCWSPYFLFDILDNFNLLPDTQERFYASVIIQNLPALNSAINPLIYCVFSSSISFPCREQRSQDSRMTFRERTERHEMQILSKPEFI
IMPase Li cell: qHTS Assay for Identifying the Cell-Membrane Permeable IMPase Inhibitors: Potentiation with Lithium | CHO-M1 cells, IP1 TR-FRET (IP-One), carbachol + lithium | Potency, µM (titrated, usually from 59.4 µM), inactives show at the highest dose activity, negative = IMPase inhibition, most hits filed as inhibitors | 210,000 tested, 0.35% active;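 further: IP1 builds up when IMPase is blocked and the TR-FRET signal falls; potency means the concentration at half of the fitted maximal effect; plate controls were basal vehicle for no effect and high inhibitor control for full effect; nearly all actives have a fitted effect of over 50% in size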
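Readout is a homogeneous TR-FRET IP1 immunoassay (Ex 320, Em 665 and 620), where raised cytosolic IP1 lowers signal. Cells were CHO-M1 treated 30 min at 37C with test compounds plus a little lithium; AC50 values came from Hill-equation fitting.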
HTT aggregate: qHTS Multiplex Assay to Identify Dual Action Probes in a Cell Model of Huntington: Aggregate Formation (GFP); 220,000 tested, 1.1% active; PC12 HttQ103-GFP aggregates, Acumen cytometry, 40 h; Potency, µM (highest dose often 46.1 µM), inactives show at the highest dose activity change, negative = inhibition, usual class: inhibitors; further: potency means the concentration at half of the fitted maximal effect; on the % scale 0 is the no-effect control and ±100 the full control effect; nearly all actives have a fitted effect of over 60% in size
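PC12/HTTQ103-GFP, ecdysone-inducible; teb 100 nM; cpd qHTS titration; GFP aggregates read on laser cytometer, Ex 488/Em 500-530 nm.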
L3MBTL1 inh: qHTS Assay for the Inhibitors of L3MBTL1 | Lethal(3)malignant brain tumor-like protein 1 (Homo sapiens), Q9Y468 | AlphaScreen L3MBTL1–H3K9me1 peptide binding | Potency, µM (titrated, usually from 57.1 µM), for inactives: at the highest dose activity, negative = inhibition, most hits filed as inhibitors | 230,000 tested, 0.66% active | AID 485360, 2010; further: potency means the concentration at half of the fitted maximal effect; on the % scale 0 is the no-effect control and ±100 the full control effect; nearly all actives have a fitted effect of over 60% in size
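L3MBTL1 50 nM + b-AHA-H3(1-15)K9me1 75 nM, 30 min RT; compound added, 30 min RT; streptavidin donor/Ni-chelate acceptor beads 10 ug/mL each final, 30 min RT dark; AlphaScreen read.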
Luc counter: Counterscreen for Luciferase (Kinase-Glo TM) Inhibition | Luciferin 4-monooxygenase (Photuris pensylvanica), Q27757 | Kinase-Glo luciferase, ATP luminescence, 8 min | Potency, µM (titrated, usually from 38.3 µM), for the others: top-dose activity change, negative = inhibition, most hits filed as inhibitors | 200,000 tested, 0.28% active; further: potency means the concentration at half of the fitted maximal effect; on the % scale 0 is the no-effect control and ±100 the full control effect; nearly all actives have a fitted effect of over 60% in size
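Substrate mix (final 50 mM imidazole pH 7.2, 50 mM KCl, 7 mM MgCl2, 10 uM ATP, 0.01% Tween 20, 0.05% BSA) plus pin-tool compound, then Kinase-Glo detection mix; 8 min ambient, luminescence read.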
* marks the source's active call; other numbers are inactive results; ? = inconclusive; nt = not tested or not shown; [ ] = another dose, or the depositor's remark. The call rests on the fitted dose curve; in most records, active means well fitted curve in the direction sought with a large enough effect; inconclusive means small, poorly fitted or top-dose-only effect, or another doubt; inactive means no such curve, though single readings can be large; an effect the other way counts as inactive or inconclusive. Only part of the results is shown (hit frequency here may not be typical).

SMILES | Epigenetic reg | CBFb-RUNX1 inh | NPSR antag | IMPase Li cell | HTT aggregate | L3MBTL1 inh | Luc counter
CCN(CC(=O)NCc1cccs1)S(=O)(=O)c1ccc(C(C)C)cc1 | 0.8% | 4% | -19%[46.1 µM] | 4%[38.3 µM] | -12% | 0% | 5%
CC(=O)c1cc(F)c(N2CCCCCC2)cc1C | -1.1% | 7% | -5%[46.1 µM] | -2% | -10% | 6% | -4%
Cc1ccc(-c2nnc3n2CCCCC3)cc1 | -0.7% | 0% | -3%[46.1 µM] | -1%[38.3 µM] | 7% | nt | -2%
CC/C(=C\C(=O)c1cccnc1)Nc1ccc(C)c(C)c1 | -7.1% | -14% | -20%[46.1 µM] | 6%[38.3 µM] | 5%[9.22 µM] | -14% | -2%
Cc1cc(C)c2c(=O)[nH]c(SCC(=O)NCCc3ccccc3)nc2n1 | 0.0% | -3% | 5% | 4% | 21% | 22% | 1%
COc1ccccc1CNC(=O)COC(=O)Cc1cccs1 | 1.3% | 6% | 6% | -3% | -9% | nt | -1%
O=C(c1ccccc1)c1c[nH]c2cc3c(cc2c1=O)OCO3 | 0.0% | -2% | 3%[46.1 µM] | 2% | -1% | 23% | -2%
CC1=NNC(=O)C1CCC(=O)N/N=C/C=C/c1ccccc1 (stereo unspecified) | -1.0% | -1% | 3% | -2% | -14% | -7% | 2%
Cc1ccc(N2C(=O)C3C(c4ccccc4)N4CCCN4C3(C)C2=O)cc1 (stereo unspecified) | 0.0% | 2% | 5% | 1% | 23% | -4% | -1%
CCCSc1nc(C)cc(=O)[nH]1 | -1.2% | 11% | 6%[46.1 µM] | -2%[38.3 µM] | -7% | 13%[11.4 µM] | 5%
CCn1c(SCC(=O)c2ccc(OC)cc2)nnc1C1CC1 | 0.0% | 1% | ? | -15%[38.3 µM] | 1% | 1% | 1%
CC(C)n1cnc2c(Nc3ccc(C(=O)O)cc3)nc(Cl)nc21 | 5.7% | 15% | -10% | nt | -17%[9.22 µM] | nt | nt
CCc1cc(C(=O)OC)c(NC(=O)CC2Sc3ccc(C(F)(F)F)cc3NC2=O)s1 (stereo unspecified) | -1.9% | -1% | -3%[46.1 µM] | nt | -1% | -1% | nt
CC(=O)OC(C(=O)Nc1ccccc1)C(C)S(=O)(=O)c1ccccc1 (stereo unspecified) | 4.1% | -2% | 11%[7.67 µM] | -6%[38.3 µM] | -25% | -7% | 1%
O=C(CNC(=O)Cc1ccc(Cl)cc1)NCc1ccco1 | -0.1% | 12% | 5% | 3% | 15% | 3%[11.4 µM] | 2%
N#Cc1c2n(c(=S)n(-c3ccccn3)c1=O)CCCCC2 | 0.0% | 0% | -5%[46.1 µM] | 20%[38.3 µM] | -5% | 6% | 2%
O=C(COC(=O)C1CCCC1)NCc1ccc(Cl)cc1 | -2.2% | 0% | 13% | ? | -16% | 28% | 0%
CN(C)C=Nc1nonc1N | 0.0% | 7% | -9%[46.1 µM] | 17%[38.3 µM] | 6% | -1% | 0%
NC(=O)c1c(NC(=O)Cn2cc([N+](=O)[O-])cn2)sc2c1CCCC2 | -5.4% | -3% | 2% | 7% | 7% | 20% | 3%
Oc1ccc(/C=N/NC2=NCCCCC2)cc1 | -1.5% | 2% | -8%[46.1 µM] | -6%[38.3 µM] | -9%[9.22 µM] | nt | 8%
CCOC(=O)Cn1c(=O)oc2cc(S(=O)(=O)NC3CCCc4ccccc43)ccc21 (stereo unspecified) | -0.2% | -4% | -10%[46.1 µM] | -1%[38.3 µM] | 3% | nt | 16%
CCOC(=O)NC(Nc1nnc(C)s1)(C(=O)OCC)C(F)(F)F (stereo unspecified) | 1.2% | 4% | -22%[46.1 µM] | 4%[38.3 µM] | 14%[9.22 µM] | 6% | -2%
Cc1ccc(C)c(N(C(=O)c2snc(C(N)=O)c2N)C(C(=O)NCC2CCCO2)c2cccs2)c1 (stereo unspecified) | 11% | 4% | -39% | 3% | 11% | 4% | 4%
Cn1nc(C(C)(C)C)cc1C(=O)NNC(=O)c1ccc(C(F)(F)F)cc1 | -0.9% | 9% | 4% | nt | 5%[9.22 µM] | nt | nt
Cc1sc2nc3c4ccccc4c(NCc4ccco4)nn3c(=O)c2c1C | ? | 8% | ? | 13%[38.3 µM] | 11% | 15% | -5%
Other compounds
SMILES | Epigenetic reg | CBFb-RUNX1 inh | NPSR antag | IMPase Li cell | HTT aggregate | L3MBTL1 inh | Luc counter
O=C1NC(=S)N/C1=C/c1cccc([N+](=O)[O-])c1O | -1.1% | -7% | -14%[46.1 µM] | 19%[38.3 µM] | -8% | -5% | -8%
Cc1cc(N2CCCC2)n2nc(C)c(-c3ccccc3)c2n1 | 0.0% | 4% | -2%[46.1 µM] | 24%[38.3 µM] | -22% | nt | -1%
CC(Sc1ccccn1)C(=O)Nc1ccccc1 (stereo unspecified) | -1.1% | 6% | -8%[46.1 µM] | 13%[38.3 µM] | -22% | 10% | 3%
O=C(C1=C[C@@H](C2CCCCC2)C[C@@H](OCc2ccc(CO)cc2)O1)N1CCN(Cc2ccc3c(c2)OCO3)CC1 | 0.7% | -9% | ? | 5% | 10%[9.22 µM] | -2% | nt
COc1ccc(/C=C2\SC(=O)N(CC(=O)NCCC(C)C)C2=O)cc1OC | 3.8% | 3% | 8%[7.67 µM] | nt | -6%[9.22 µM] | 6% | nt
CCNC(=O)Nc1nc2ccccc2s1 | -4.8% | 0% | 30% | -4% | -22% | nt | -2%
COc1ccc(OC)c(NC=C2C(=O)OC(C)(C)OC2=O)c1 | 2.6% | 1% | -5%[46.1 µM] | -1%[38.3 µM] | 10% | 11% | -1%
COC(=O)c1ccc(-c2nc3cc(N)ccc3o2)cc1 | -1.0% | 5% | 2%[46.1 µM] | -6% | 28% | 9% | -7%
CCOC(=O)C1(Cc2cccc(OC)c2)CCN(Cc2csc(C(C)=O)c2)CC1 | 3.2% | 9% | 51% | 7% | 14%[9.22 µM] | -9% | 0%
O=C1/C(=C/c2ccncc2)CCC/C1=C\c1ccncc1 | ? | -4% | -59% | 5% | ? | nt | 1%
Nc1nnnn1CC(=O)N/N=C/c1ccc(-c2cccc(Cl)c2)o1 | -2.3% | -13% | -1% | -6% | 6% | -11% | -1%
CN(C)c1nc(-c2ccccc2)c2cnn(Cc3ccccc3)c2n1 | 0.2% | ? | -23%[46.1 µM] | 7%[38.3 µM] | -13% | 153%[activator] | 0%
Cc1ccccc1CNC(=O)Nc1cccs1 | 0.0% | 2% | -9%[46.1 µM] | 2%[38.3 µM] | -2% | -10% | -5%
CCOC(=O)c1c(NC(=S)N2CCCCC2)sc2c1CCN(C(=O)OCC)C2 | 6.6% | 1% | ? | nt | -9%[9.22 µM] | -12% | nt
COc1ccc(C(=O)N2N=C(c3ccccc3)CC2(O)C(F)(F)F)cc1 (stereo unspecified) | -0.1% | 7% | -3% | 1% | ? | nt | -1%
C=C(C)CNC(=S)Nc1cccc(S(=O)(=O)NC2=NCCC2)c1 | 0.6% | 2% | -1% | 1% | 1% | -24% | 4%
CC(NC(=O)c1cc(COc2ccc3ncccc3c2)on1)c1ccc(F)cc1 (stereo unspecified) | 0.0% | 2% | -27% | nt | 3%[9.22 µM] | 2% | nt
S=C(NCc1ccco1)Nc1cc(-c2ccccc2)[nH]n1 | 1.1% | -15% | -28% | 7% | 10% | -20% | 3%
COc1ccc(-c2nc(C(N)=O)c3[nH]c(=O)n(-c4cccc(C)c4)c3n2)c(OC)c1 | -0.8% | 9% | -18%[46.1 µM] | 26%[38.3 µM] | -1% | 3% | -4%
CCc1cccc(NC(=O)NC(=O)Cn2nnc(C(=O)OC)c2C(=O)OC)c1 | 7.8% | -10% | 2% | -6% | -4% | -11% | 8%
COc1ccc(-c2noc(CCC(=O)NC3CCCC3)n2)cc1 | -1.4% | 2% | -10%[7.67 µM] | nt | -1%[9.22 µM] | 10% | nt
COc1ccc(C(NC(=O)c2ccc(F)cc2)c2ccccc2)cc1 (stereo unspecified) | -0.9% | 1% | -29%[46.1 µM] | nt | 13% | 1% | nt
O=C(COc1ccc(Cl)cc1)Nc1nnc(-c2ccc3c(c2)CCCC3)o1 | 0.0% | -4% | 5% | 4% | 2% | 43%[activator] | 1%
Cc1ccc(N2C(=O)c3cccc4c(N)ccc(c34)C2=O)c2cccnc12 | 4µM* | 7% | 2% | nt | ? | nt | nt
CN(C)S(=O)(=O)c1ccc(-c2cn3ccccc3n2)cc1 | 0.1% | 0% | -8%[46.1 µM] | 9%[38.3 µM] | 12% | nt | -23%
The listing continues:
SMILES | Epigenetic reg | CBFb-RUNX1 inh | NPSR antag | IMPase Li cell | HTT aggregate | L3MBTL1 inh | Luc counter
COc1ccc(CCCc2nnc(SCc3nc4ccccc4c(=O)[nH]3)n2C)cc1C | 0.0% | 2% | -12% | 8% | -1% | -9% | -1%
COCCCNCCCCOc1c(Cl)cc(C)cc1Br | -1.2% | 2% | 2%[46.1 µM] | -3%[38.3 µM] | 5% | -4% | -1%
CC(=O)OC1CCC2C3CCc4cc(O)ccc4C3CCC12C (stereo unspecified) | 5.3% | 10% | nt | 21% | -26% | nt | -5%
O=S(=O)(Nc1cc(Sc2ncn[nH]2)c(O)c2ccccc12)c1ccccc1 | 12% | 2% | -10% | -4% | 4.5µM* | nt | -1%
Cc1ccc(N(C(=O)C2CCCC2)C2C=CS(=O)(=O)C2)cc1C (stereo unspecified) | 1.8% | 5% | 7%[46.1 µM] | 23%[38.3 µM] | 7% | 1%[11.4 µM] | 0%
O=C(OCCCN=C1NS(=O)(=O)c2ccccc21)c1ccc([N+](=O)[O-])cc1 | -3.1% | 13% | 0% | 10% | -1%[9.22 µM] | 8% | 2%

Structural class, the entries above with a nitro group on carbon
SMILES | Epigenetic reg | CBFb-RUNX1 inh | NPSR antag | IMPase Li cell | HTT aggregate | L3MBTL1 inh | Luc counter
NC(=O)c1c(NC(=O)Cn2cc([N+](=O)[O-])cn2)sc2c1CCCC2 | -5.4% | -3% | 2% | 7% | 7% | 20% | 3%
O=C1NC(=S)N/C1=C/c1cccc([N+](=O)[O-])c1O | -1.1% | -7% | -14%[46.1 µM] | 19%[38.3 µM] | -8% | -5% | -8%
O=C(OCCCN=C1NS(=O)(=O)c2ccccc21)c1ccc([N+](=O)[O-])cc1 | -3.1% | 13% | 0% | 10% | -1%[9.22 µM] | 8% | 2%
